Screening data from PubChem.
PTHR1 ag: agonists of human PTHR1 parathyroid hormone receptor; Q03431; HEK293 GP2 PTHR1 cells, GloSensor cAMP luminescence, 1 h; Potency, µM (series often up to 115 µM), inactives show at the top dose activation, most hits filed as activators; 410,000 compounds, 0.075% hits; AID 743266; also: potency is read from the fitted curve at half-maximal effect; nearly all actives have a fitted effect of over 55% in size; some results filed as inactive show a strong effect at the top dose; inactives centre near -15; many of its hits are not listed in these tables
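HEK-293-derived GP2 cells expressing PTHR1 and a GloSensor cAMP reporter, 3,000/well, plated overnight, given luciferin plus IBMX (each 0.5 mM as added) for 1 h at 37 °C, then compound for 1 h at 37 °C. Luminescence was read after 15 min at room temperature.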
aSyn rescue: inhibitors of alpha-synuclein toxicity in yeast; Yeast expressing alpha-synuclein, growth rescue, BacTiter-Glo, 24 h; Potency, µM (doses to about 46.1 µM), inactives show top-dose growth rescue (activation), hits mostly activators; 370,000 compounds, 0.14% hits; AID 652106; also: potency is read from the fitted curve at half-maximal effect; % of control where 0% means no effect; nearly all actives have a fitted effect of over 65% in size
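Screening used galactose-induced yeast with toxic alpha-synuclein levels, exposed to compound for 24 hr at 30 deg C. Cell growth, read with BacTiter-Glo luminescence, gave the measured signal.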
Akt phos inh: inhibitors of Akt phosphorylation; Neuro2A IGF-stimulated pAkt S473 HTRF, 20 min; active compounds read low; activity change, % for hits at 50 µM; 360,000 compounds, 0.32% hits; in the data active = activity change below about -80%; inconclusive = mostly about -51% to -80%; also: % is scaled to controls: 0 for no effect and ±100 for the full control effect
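Neuro2A cells (4,500/well, DMEM with 0.5% FBS) were treated with compound at a single 50 µM final concentration, stimulated with 6 nM IGF for 20 min at 37 °C, and lysed. Phospho-Akt Ser473 was read by HTRF as 665/615 ratio ×10^4.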
TDP-43 yeast inh: TDP-43 toxicity inhibition in yeast | TDP-43 expressing yeast growth rescue, BacTiter-Glo, 24 h | Potency, µM (top dose mostly 46.1 µM), for inactives: at the highest dose growth rescue (activation), most hits filed as activators | 410,000 compounds, 1.8% hits | AID 652104; also: potency is read from the fitted curve at half-maximal effect; % of control where 0% means no effect; nearly all actives have a fitted effect of over 50% in size
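Yeast cells expressing TDP-43 under galactose induction are exposed to compounds for 24 hr at 30 deg C. BacTiter-Glo luminescence measures growth, so protective compounds score as activators.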
GLP1R ag: GLP-1 receptor (human) agonism; Potency, µM (titrated, usually from 45.6 µM), for the others: at the top dose activation, actives largely listed as activators; 380,000 compounds, 0.007% hits; HEK293 GLP-1R CRE-luciferase, luminescence, 4-6 h; cells express a hypersensitive GLP-1R form; P43220; also: potency is read from the fitted curve at half-maximal effect; % of control where 0% means no effect
Target sequence (P43220 whole entry, looked up): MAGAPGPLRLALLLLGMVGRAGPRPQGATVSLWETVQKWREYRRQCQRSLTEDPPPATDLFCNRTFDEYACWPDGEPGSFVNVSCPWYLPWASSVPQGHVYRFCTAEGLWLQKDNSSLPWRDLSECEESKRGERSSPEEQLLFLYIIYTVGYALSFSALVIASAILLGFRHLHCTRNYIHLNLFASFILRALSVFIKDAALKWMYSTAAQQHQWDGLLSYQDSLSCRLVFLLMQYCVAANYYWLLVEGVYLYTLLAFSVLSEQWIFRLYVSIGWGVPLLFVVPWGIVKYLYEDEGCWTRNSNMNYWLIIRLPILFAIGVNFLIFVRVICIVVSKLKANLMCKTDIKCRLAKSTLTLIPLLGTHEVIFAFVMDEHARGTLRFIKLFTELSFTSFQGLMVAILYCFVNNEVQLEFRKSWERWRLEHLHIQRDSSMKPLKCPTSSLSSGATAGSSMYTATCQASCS
FUS suppressor: FUS proteinopathy suppression in yeast; S. cerevisiae FUS-expressing, growth rescue, OD600, 24 h; Potency, µM (series often up to 76.6 µM), for inactives: at the highest dose growth rescue (activation), hits mostly activators; AID 1347120; 390,000 compounds, 0.24% hits;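 also: potency is read from the fitted curve at half-maximal effect; plate controls were DMSO vehicle for no effect and reference control for full effect; nearly all actives have a fitted effect of over 55% in size; some results filed as inactive show a strong effect at the top dose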
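Yeast expressing FUS under galactose induction, OD 0.005 in 2% galactose medium; compounds in a dilution series, 24 h at 30C. Growth rescue by absorbance at 600 nm; CP55940 positive control, DMSO negative.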
D3 antag: blocks the human D3 dopamine receptor; max response, negative = inhibition, %; D3R cells, DiscoveRx beta-arrestin luminescence, antagonist mode; active compounds read low; 360,000 compounds, 2.5% hits; AID 652054; in the data active = max response below about -50%; inconclusive = no clear call, values can overlap the other calls; also: % is scaled to controls: 0 for no effect and ±100 for the full control effect; mostly tested at two doses, the higher about 12 µM
Target sequence (P35462 whole entry, looked up): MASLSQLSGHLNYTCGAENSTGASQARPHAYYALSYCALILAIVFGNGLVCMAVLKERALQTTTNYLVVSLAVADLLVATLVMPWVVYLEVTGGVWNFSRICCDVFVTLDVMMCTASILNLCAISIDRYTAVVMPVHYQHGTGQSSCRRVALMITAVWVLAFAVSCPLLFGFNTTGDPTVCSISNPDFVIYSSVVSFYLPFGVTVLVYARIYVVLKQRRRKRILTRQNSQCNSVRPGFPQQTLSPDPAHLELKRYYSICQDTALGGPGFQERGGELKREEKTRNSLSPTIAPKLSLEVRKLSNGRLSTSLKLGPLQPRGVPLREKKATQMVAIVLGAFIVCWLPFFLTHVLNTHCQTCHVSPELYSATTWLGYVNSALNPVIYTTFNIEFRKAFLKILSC
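Cells expressing the human receptor were seeded at 1500 cells/well, incubated overnight at 37 degrees C in 5% CO2, then exposed to library compounds with dopamine controls for 90 minutes at 37 degrees C before luminescent detection.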
Abeta yeast res: restores growth of yeast expressing A-beta42 peptide | yeast expressing A-beta42, growth rescue, OD600, 48 h; response scale: 0% DMSO, 100% iron-clioquinol control | 410,000 compounds, 0.063% hits | AID 1347071 | Potency, µM (titrated, usually from 46.1 µM), inactives show at the top dose growth rescue, hits mostly activators; also: potency is read from the fitted curve at half-maximal effect; nearly all actives have a fitted effect of over 55% in size
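Yeast growth medium received pinned compounds, then yeast cells expressing toxic A-beta were added; plates incubated at 30 C for 48 hr. Growth read as absorbance at 600 nm, normalized to DMSO and equimolar FeCl3 plus clioquinol controls.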
GLP-1R inv ag: inverse agonists of human GLP-1 receptor | Potency, µM (highest dose often 38.3 µM), for the others: at the highest dose activity change, negative = inhibition, actives largely listed as inhibitors | HEK293 GLP-1R CRE-luciferase, luminescence, 24 h; GLP-1R form is constitutively active | 410,000 compounds, 1.6% hits | AID 624417; also: potency is read from the fitted curve at half-maximal effect; % is scaled to controls: 0 for no effect and ±100 for the full control effect; nearly all actives have a fitted effect of over 55% in size
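HEK293 cells stably co-expressing a cAMP-responsive luciferase reporter and constitutively active GLP-1R were seeded, incubated 12 h, then exposed to compounds for 24 h at 37 C. Luminescence was read 12 min after detection reagent; inverse agonists lower signal.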
* hit, by the source's call; i = inactive; ? = inconclusive; . = no result given; [ ] = another dose, or the depositor's remark. Unless noted, calls follow the shape of the dose curve; as a rule, active = well fitted curve in the direction sought with a large enough effect; inconclusive = small, poorly fitted or top-dose-only effect, or another doubt; inactive = no such curve, though single readings can be large; an effect the other way counts as inactive or inconclusive. A portion of the library; rates above refer to the full screens.

SMILES	PTHR1 ag	aSyn rescue	Akt phos inh	TDP-43 yeast inh	GLP1R ag	FUS suppressor	D3 antag	Abeta yeast res	GLP-1R inv ag
[N-]=C=C1C(=S)NC(=O)[C@H]([n+]2ccccc2)[C@H]1c1ccc(Cl)cc1	i	-3%	i	-19%[1.82 µM]	7%	18%	-10	2%	22%
CNC(=O)NC(=O)CSc1nc(-c2cccs2)c(C#N)c(=O)[nH]1	i	-3%	i	-9%	1%	2%	8	0%	15%
CCOc1ccccc1C(=O)Nc1ccsc1C(=O)OC	-16%	0%	i	?	31%	.	22	-4%	?
O=S(=O)(NCC(c1ccc2c(c1)OCO2)N1CCOCC1)c1ccc(Cl)cc1 (configuration not stated)	i	-1%	i	3%	6%	.	0	-6%	-28%
CCCCNC(=O)C1c2ccccc2OCC(=O)N1Cc1ccc2c(c1)OCO2 (configuration not stated)	27%	-8%	i	10%	5%	-13%	0	-7%	12%
O=C(c1ccccc1)N(Cc1ccco1)Cc1cccs1	i	.	.	?	.	0%	.	2%	?
Cc1cccc(Oc2nc(-c3ccccc3)cc(C)c2S(C)(=O)=O)c1C	i	0%	i	3%	6%	22%	26	17%	?
O=S(=O)(Cc1ccccc1)NCC1CCCN(Cc2cccc3nonc23)C1 (configuration not stated)	i	-3%	i	6%	8%	-1%	?	-12%	-22%
COc1ccc(Cc2nnc(NC(=O)c3ccccc3)s2)cc1OC	i	-3%	i	14%	1%	19%	2	1%	21%
COc1ccc(-c2cc(=O)c3c(O)cc(O)cc3o2)cc1	-12%	5%	i	?	1%	-39%	18	-13%	15%
COc1ccc(C(CNC(=O)c2ccc3c(c2)OCCO3)N(C)C)cc1 (configuration not stated)	i	3%	i	14%	14%	3%	?	-3%	?
Clc1ccc(Nc2nc(-c3cccnc3)cs2)cc1	-21%[57.5 µM]	-7%	.	19%	5%	-5%	3	3%	?
CC1(C(=O)NS(=O)(=O)c2ccc(Cl)s2)CCN1C(=O)Cc1ccc(-c2ccccc2)cc1 (configuration not stated)	-11%	-16%	i	26%	-1%	14%	?	7%	?
Cn1c(SCc2cc(=O)n3cc(Br)ccc3n2)nnc1C1COc2ccccc2O1 (configuration not stated)	-3%[57.5 µM]	-14%	i	?	1%	25%	1	-3%	0%
Cc1c(NS(=O)(=O)c2cccc(C(=O)N3CCC(C)CC3)c2)c(=O)n(-c2ccccc2)n1C	i	-2%	i	-19%	4%	-7%	-1	-5%	13%
COc1cccc(-c2nc(CS(=O)CC(=O)NCCCOC(C)C)c(C)o2)c1 (configuration not stated)	i	4%	i	7%	3%	21%	12	-7%	0%
CC(=O)NCc1cn2c(C)csc2n1	i	?	i	25%	0%	-16%	-13	10%	1%
CCOc1ccc(CCNC(=O)C(CCC(N)=O)NC(=O)OCc2ccccc2)cc1OCC (configuration not stated)	i	-2%	i	6%	10%	10%	0	11%	15%
NC(=O)c1cc2ccccc2o/c1=N\NC(=O)c1ccc(F)cc1	1%	-1%	i	-2%	10%	-28%	1	-4%	-20%
COc1ccc(Br)cc1/C=C(\C(=O)O)c1ccc(S(=O)(=O)N2CCCC2)s1	i	-20%	i	18%	-5%	27%	-16	0%	-3%

An excerpt of these results, with two lines to a compound:
Below each compound: PTHR1 ag, aSyn rescue, Akt phos inh, TDP-43 yeast inh, GLP1R ag, FUS suppressor, D3 antag, Abeta yeast res, GLP-1R inv ag
- Clc1ccc(Nc2nc(-c3cccnc3)cs2)cc1
    -21%[57.5 µM], -7%, ., 19%, 5%, -5%, 3, 3%, ?
- COc1cccc(-c2nc(CS(=O)CC(=O)NCCCOC(C)C)c(C)o2)c1 (configuration not stated)
    i, 4%, i, 7%, 3%, 21%, 12, -7%, 0%
- O=S(=O)(NCC(c1ccc2c(c1)OCO2)N1CCOCC1)c1ccc(Cl)cc1 (configuration not stated)
    i, -1%, i, 3%, 6%, ., 0, -6%, -28%
- CC(=O)NCc1cn2c(C)csc2n1
    i, ?, i, 25%, 0%, -16%, -13, 10%, 1%
- CCCCNC(=O)C1c2ccccc2OCC(=O)N1Cc1ccc2c(c1)OCO2 (configuration not stated)
    27%, -8%, i, 10%, 5%, -13%, 0, -7%, 12%

Further structures
SMILES	PTHR1 ag	aSyn rescue	Akt phos inh	TDP-43 yeast inh	GLP1R ag	FUS suppressor	D3 antag	Abeta yeast res	GLP-1R inv ag
COc1ccc(CN(C)C(=S)Nc2ccc(Cl)cc2Cl)cc1	-6%	-6%	i	22%	1%	7%	-1	?	7.1µM*
N#CCCn1c(O)c(N=NC(=O)CNC(=O)c2cccs2)c2ccccc21	i	-2%	i	0%	12%	15%	-2	-8%	35%[activator]
CCCNC(=O)c1ccc(COc2ccc(CCC)cc2OC)o1	-11%	-5%	i	4%	32%	32%	-28	-11%	?
CC(Oc1ccc(Br)cc1)C(=O)NCC(c1ccco1)N1CCCCC1 (configuration not stated)	i	-7%	i	18%	-3%	.	2	-2%	?
COc1cccc2c(=O)c3cccc(N)c3[nH]c12	-17%	0%	i	-57%[inhibitor]	-18%	44%	-13	14%	-3%
COc1ccc(C(O)P(=O)(O)CCc2ccccc2)cc1 (configuration not stated)	23%[57.5 µM]	-14%	-109%*	-4%	-15%	-3%	0	7%	-15%
Cc1ccc(NC(=O)NCc2c(C)nn(C)c2C)cc1Cl	i	4%	i	-5%	7%	4%	7	14%	15%[0.307 µM]
CC(=O)Nc1ccc(NC(=O)COc2cc(O)c3c(c2)OC(C)(C)CC3=O)cc1	-24%	-4%	i	0%	-4%	-7%	15	-6%	-6%
COc1ccc(-c2cc(=O)oc3cc(OC(C)C(=O)O)ccc23)cc1 (configuration not stated)	-17%[57.5 µM]	1%	i	-14%	-1%	9%	1	-1%	3%
Cc1ccc(-n2cc(-c3ccccc3)c3c(N4CCCCC4)ncnc32)cc1	?	.	.	?	.	1%	.	-11%	-1%
Cc1ccc(SCC(=O)N2c3ccccc3Sc3ccccc32)cc1	i	-5%	i	-6%	2%	13%	0	5%	7.9µM*
O=[N+]([O-])c1cnc(Sc2ccncn2)c([N+](=O)[O-])c1	i	?	i	?	-4%	4%	0	-40%[inhibitor]	-4%
O=C(OCc1nnc(-c2ccc([N+](=O)[O-])cc2)o1)C1CC(=O)N(CCc2ccccc2)C1 (configuration not stated)	27%	-12%	i	-17%	1%	.	-15	0%	7%
O=C(NNC(=O)c1ccccc1[N+](=O)[O-])Nc1ccccc1C(F)(F)F	i	-11%	i	8%	24%	-24%	-4	-2%	1%
COc1ccc(-n2nc(C(=O)N(C)C3CCCCC3)c3ccccc3c2=O)c(OC)c1	-15%	5%	i	23%	5%	12%	22	-1%	-4%
CC(=O)N1CCN(c2ccc(NC(=O)c3cccc(F)c3)cc2)CC1	-19%	2%	i	10%	3%	-33%	3	-7%	-8%
COc1cc(Cl)c(C)cc1NC(=O)CCCN1C(=O)C(c2ccccc2)Oc2cccnc21 (configuration not stated)	-12%	.	.	-4%	-4%	40%	.	-8%	?
Cc1cc(C)n(-c2c(F)c(F)c(CN3CCOCC3)c(F)c2F)n1	-22%[57.5 µM]	0%	i	-6%	-17%	-21%	13	28%	8%
Cc1cc(C(=O)NP(=O)(N2CCOCC2)N2CCOCC2)c(C)n1-c1ccc(Br)cc1	i	4%	i	-16%[9.22 µM]	8%	32%	-8	12%	-2%
Cc1cc(SCC(=O)Nc2ccc(C(F)(F)F)cc2)nc(=O)[nH]1	-28%	.	.	8%	0%	-11%	.	-19%	-6%
O=C(Nc1ccc2c(c1)OCCO2)c1cccc(Br)c1	-24%	-30%	i	23%	7%	1%	-14	-10%	?
CC1(c2ccc3c(c2)OCO3)NC(=O)N(CC(=O)Nc2ccccc2[N+](=O)[O-])C1=O (configuration not stated)	i	2%	i	7%	-3%	.	-12	6%	7%
COc1ccc(/C=C(\C)C(=O)c2c(C)cc(C)[nH]c2=O)cc1	i	-6%	i	-8%	4%	-4%	11	13%	?
S=C1NC(c2ccccc2)=NCN1c1ccc(Br)cc1	-29%	3%	i	30%	-1%	-19%	14	10%	-26%
O=C(CSc1nc2ccccc2o1)Nc1ccc(Cl)cc1	-27%[57.5 µM]	4%	i	?	-2%	0%	7	16%	0%
CC1(C(=O)NS(=O)(=O)c2cccc(F)c2)CCN1C(=O)CCc1ccc(Cl)cc1Cl (configuration not stated)	-2%	11%	i	23%	0%	-7%	7	-15%	10%
CCc1ncn(CCc2ccccc2OC)c1C(C)C	-56%[inhibitor]	-4%	i	25%	1%	-4%	-24	-2%	-28%
Cc1cc(O)c2c(C)c(CC(=O)N3CCCCC3)c(=O)oc2c1	i	.	.	23%	.	-23%	.	5%	6%
Cc1ccc(S(=O)(=O)N2CCN(C(=O)COC(=O)c3ccc(Cl)nc3)CC2)c(C)c1	-18%	-7%	i	2%	-7%	-21%	28	-16%	-10%
COc1ccc(-n2c(=O)[nH]cc(C(=O)Nc3ccc4c(c3)OCCO4)c2=O)cc1OC	-2%	-3%	i	12%	-7%	.	5	-11%	-6%
O=C(O)C1C2CCC(C2)C1C(=O)NCCc1cccc(Cl)c1 (configuration not stated)	-23%	3%	i	20%	-7%	-16%	3	7%	0%
Cc1ccc(C)n1-c1nnc(N2CCCC(C(=O)NCc3ccc(F)cc3)C2)s1 (configuration not stated)	i	.	.	-21%	.	7%	.	-29%	1%
COc1ccc(-n2c(-c3ccc(Cl)cc3Cl)n[nH]c2=S)c(OC)c1	i	4%	i	8%	9%	?	-11	19%	?
C[C@H]1CN([C@@H](C)CO)C(=O)CCCn2nncc2CO[C@@H]1CN(C)Cc1ccncc1	-16%	1%	i	15%	0%	-11%	18	-4%	-2%
O=C(c1ccc(CN2CCOCC2)cc1)N1CCN(Cc2ccccc2)CC1	i	-8%	i	-3%	-5%	17%	?	-1%	-1%
